Assay outcomes deposited in PubChem BioAssay by Sanford-Burnham Center for Chemical Genomics.
APJ ag – agonists of human apelin receptor APJ, primary screen, CHO-K1 cells, PathHunter beta-arrestin, luminescence; 0% DMSO wells, 100% apelin; activation, % at 20 µM; AID 2520, 2010; 330,000 compounds, 0.11% hits; P35414;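 active = activation more than six SD over the plate average, tested at 20 µM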;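 also: 0% = DMSO alone and 100% = apelin-13 at 10 nM; some results filed as inactive read as strong as hits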
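Test system – PathHunter CHO-K1 APJ (AGTRL-1) beta-arrestin reporter cells · Input – 1000 cells/well · Compound – single test compound dose, 20 µM final, 1% DMSO · Times – compound stimulation 90 min at 25 °C, detection 60 min · Technique – beta-gal luminescence · Read-out basis – APJ–arrestin association signal · Control set – negative DMSO alone, positive Apelin-13 at 10 nM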
Mdm2 MdmX PPI – inhibitors of human Mdm2-MdmX association, primary screen, cell-based, luminescence, split luciferase, SaOS-2, uHTS; Protein Mdm4 (Homo sapiens) + E3 ubiquitin-protein ligase Mdm2 (Homo sapiens), …; SaOS-2 split-luciferase Mdm2/MdmX complementation; inhibition, % at 8 µM; 330,000 compounds, 3% hits; AID 485346, 2010;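 active = inhibition of at least 50% at 8 µM in the primary screen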
Target sequence (O15151 whole entry, looked up): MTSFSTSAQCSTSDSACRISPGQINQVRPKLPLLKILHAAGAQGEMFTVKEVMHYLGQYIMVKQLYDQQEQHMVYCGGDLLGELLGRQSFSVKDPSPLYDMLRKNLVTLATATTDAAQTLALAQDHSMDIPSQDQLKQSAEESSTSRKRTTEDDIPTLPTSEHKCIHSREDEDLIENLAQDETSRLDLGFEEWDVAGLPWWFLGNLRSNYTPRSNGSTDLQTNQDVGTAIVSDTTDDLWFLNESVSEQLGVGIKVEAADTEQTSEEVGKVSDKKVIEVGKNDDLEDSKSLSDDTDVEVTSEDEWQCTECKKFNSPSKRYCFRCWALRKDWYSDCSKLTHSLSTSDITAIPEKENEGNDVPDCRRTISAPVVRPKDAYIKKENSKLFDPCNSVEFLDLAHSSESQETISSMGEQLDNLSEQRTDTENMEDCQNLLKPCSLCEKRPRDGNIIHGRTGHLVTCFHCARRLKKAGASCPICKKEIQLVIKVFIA
Target sequence (Q00987 whole entry, looked up): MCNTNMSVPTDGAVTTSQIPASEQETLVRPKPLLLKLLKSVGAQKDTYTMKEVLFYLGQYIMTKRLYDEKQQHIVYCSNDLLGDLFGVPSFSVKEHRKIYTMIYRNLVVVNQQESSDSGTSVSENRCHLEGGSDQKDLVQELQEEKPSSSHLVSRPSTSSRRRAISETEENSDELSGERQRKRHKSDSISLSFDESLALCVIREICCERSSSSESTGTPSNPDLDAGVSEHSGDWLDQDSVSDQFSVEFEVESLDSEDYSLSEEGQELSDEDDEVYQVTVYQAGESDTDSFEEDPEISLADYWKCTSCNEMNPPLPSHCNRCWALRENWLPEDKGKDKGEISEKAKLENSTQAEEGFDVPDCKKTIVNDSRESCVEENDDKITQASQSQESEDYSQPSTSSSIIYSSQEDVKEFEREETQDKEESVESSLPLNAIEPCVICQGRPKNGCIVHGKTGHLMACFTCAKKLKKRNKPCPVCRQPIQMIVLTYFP
TIM10 inh – growth inhibitors of isogenic TIM10 control yeast, primary screen, counter-screen for tim10-1 yeast inhibitor project, luminescence, uHTS; inhibition, % at 10 µM; 330,000 compounds, 1.4% hits; S. cerevisiae TIM10 strain growth, BacTiter-Glo luminescence, 24 h;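 active = inhibition of 40% or more at the single tested concentration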;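 also: wild-type TIM10 isogenic control strain grown at permissive 25 °C; 0% = DMSO yeast wells and 100% = minimal medium wells without yeast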
NLRP3 yeast inh – NALP3 inflammasome inhibitors in reconstituted yeast, primary screen, luminescence, uHTS; Yeast reconstituted NLRP3/ASC/caspase-1, beta-gal luminescence, 24 h; 330,000 compounds, 0.39% hits; inhibition, % at 10 µM;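 active = inhibition of 50% or more; inactive = inhibition below 50%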;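 also: plate controls were induced DMSO wells for no effect and uninduced yeast grown without galactose for full effect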
UPR XBP1 act – activators of adaptive XBP1 UPR arm, primary screen, cell-based, CHO-XBP1 luciferase reporter, luminescence, uHTS; IRE1-XBP1 UPR activation; percent of tunicamycin response, DMSO as zero; activation, % at 20 µM; 330,000 compounds, 0.33% hits; AID 463104, 2010;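 active = versus positive control, 20 µM dose yields 30% or more activation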;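 also: 100% = tunicamycin at 10 µg/mL and 0% = DMSO only wells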
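Material: IRE1-XBP1 luciferase reporter CHO line / Quantity: one thousand reporter cells per well / Buffer or medium: F12 with 10% serum / Compound: 20 µM single concentration, DMSO 1% / Times: 6 h treatment, 37 °C / Detection: Steady-Glo luciferase glow luminescence, 10 min after reagent addition / Benchmarks: tunicamycin high, DMSO low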
tim10-1 inh – growth inhibitors of tim10-1 mutant yeast, primary screen, luminescence, uHTS | 330,000 compounds, 2.2% hits | inhibition, % at 20 µM | AID 463190, 2010 | S. cerevisiae tim10-1 ts strain growth, BacTiter-Glo, 24 h;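 active = inhibition of at least 40%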;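 also: mutant grown at 25 °C; 0% = DMSO wells with yeast and 100% = wells holding no yeast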
tim23-1 inh – growth inhibitors of tim23-1 mutant yeast, primary screen, luminescence, uHTS; S. cerevisiae tim23-1 growth, BacTiter-Glo luminescence, 24 h; inhibition, % at 20 µM; 330,000 compounds, 1.3% hits; AID 463212, 2010;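 active = growth inhibition of the mutant yeast at or above 50%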;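 also: temperature-sensitive mutant grown at 25 °C; plate controls were DMSO-treated mutant yeast for no effect and medium wells lacking yeast for full effect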
UPR CHOP act – activators of apoptotic CHOP UPR arm, primary screen, cell-based, CHO-CHOP luciferase reporter, luminescence, uHTS; activation, % at 10 µM; UPR activation; percent of tunicamycin response over DMSO baseline; AID 449763, 2010; 330,000 compounds, 0.34% hits;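 active = at 10 µM dose, activation of 40% or more, normalized to positive control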;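 also: 100% = tunicamycin at 10 µg/mL and 0% = DMSO alone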
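measured by = luciferase luminescence | assay system = CHO-CHOP cells, stable luciferase reporter of PERK-eIF2a-CHOP signalling | amount = 500 reporter cells seeded per well | timing = 6 h compound exposure at 37 °C after overnight seeding | controls = positive tunicamycin 10 µg/mL, negative DMSO alone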
GRIN3A LBD mod – binders of NR3A ligand-binding domain, primary screen, biophysical, differential scanning fluorimetry, uHTS. NR3A LBD differential scanning fluorimetry, Tm shift; 0% = protein alone, 100% = glycine-bound protein. Tm shift relative to glycine control, % at 25 µM. 340,000 compounds, 2.5% hits;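 active = melting temperature shift of at least 10% of the positive control shift, at one fixed dose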
* marks the source's active call; other numbers are inactive results; . = no result given.

SMILES	APJ ag	Mdm2 MdmX PPI	TIM10 inh	NLRP3 yeast inh	UPR XBP1 act	tim10-1 inh	tim23-1 inh	UPR CHOP act	GRIN3A LBD mod
Cc1c(N=Cc2cc3c(cc2[N+](=O)[O-])OCO3)cccc1[N+](=O)[O-]	6	-10	-7	12	-2	14	16	-0.1	-1
COc1cccc(NC(=O)C(Sc2nnc(-c3ccncc3)n2-c2ccc(Cl)cc2)c2ccccc2)c1 (stereo unspecified)	-3	38	1	-8	-2	19	1	0.5	0
O=C(COC(=O)/C=C/c1ccc([N+](=O)[O-])cc1)NC(c1ccccc1)c1ccccc1	-1	-5	13	15	0	35	-2	2.7	-1
Cc1cc(/C=C2\Sc3ccccc3N2C)cc(C)[n+]1CC1CCCO1 (stereo unspecified)	-3	87*	20	11	2	57*	23	6.5	-1
CCC(c1nnnn1C1CCCC1)N1CCN(c2cccc(OC)c2)CC1 (stereo unspecified)	-4	0	8	21	-1	32	23	-1.0	0
Cc1cc(C)n(CCCNC(=O)CN(C)S(=O)(=O)c2ccc(Cl)cc2)n1	-2	15	15	12	-1	10	0	-0.5	0
Cc1cc(C)c(S(=O)(=O)c2ccccc2C)c(OCC(C)(C)C)n1	-3	20	23	-8	-3	29	40	2.2	4
Cc1cc(/C=C2\C(=O)NN(c3ccccc3)C2=O)c(C)n1-c1ccccc1O	-5	22	-11	-8	2	15	6	5.3	-7
Cc1ccnc(NS(=O)(=O)c2ccc(NC(=O)c3ccccc3F)cc2)n1	-2	-5	0	0	-5	3	-5	1.3	1
CC1(C)Oc2ccc(C(=O)NNC(=O)Nc3ccccc3)cc2NC1=O	0	12	6	26	-4	-20	2	0.9	1
O=C(Nc1cccc(OC(F)(F)F)c1)c1ccc(Br)o1	-3	18	18	-2	2	26	18	0.6	-5
Cc1ccc(-c2cc(C(=O)Nc3ccc(S(=O)(=O)Nc4ncccn4)cc3)c3ccccc3n2)cc1	1	16	1	1	0	24	7	1.7	-3
COc1ccc(/C=N/Nc2nnc(Cc3ccc(OC)c(OC)c3)c(=O)[nH]2)cc1OC	1	13	13	15	2	7	-2	-1.4	-1
CCOC(=O)C(C)Sc1nnc2n1C(C)(C)Cc1ccccc1-2 (stereo unspecified)	-1	6	18	-8	3	28	31	-0.2	-2
O=C(COC(=O)/C=C/c1cccc(F)c1)NC1CC1	-3	-7	5	-12	1	13	16	1.3	0
OCCC1CN(Cc2ccncc2)CCN1C1CCCC1 (stereo unspecified)	-3	2	-3	21	1	8	4	-3.4	1
Cc1cc(CNC(=O)[C@H](C)[C@@H]2C[C@@]2(C)[C@@H](NC(=O)OCc2ccccc2)c2ccccc2)nn1C	-3	18	14	3	2	4	11	1.8	0
CCc1sc(C(=O)N(CCCOC)c2c(N)n(CC(C)C)c(=O)[nH]c2=O)cc1C	-5	-4	-11	38	1	-5	18	2.1	3
COc1ccc(NS(=O)(=O)c2cccc(NC(=O)C34CCC(CC3)C4)c2)cc1	2	27	1	-3	-4	6	-8	-2.7	-1
COc1ccc([C@H]2CC(=O)C=C(c3ccc4ncccc4c3)C2)cc1OC	-3	4	3	25	0	-5	13	0.9	0
O=C(NCC1CCCO1)c1cn(-c2ccccc2)nc1-c1ccccc1 (stereo unspecified)	-2	7	2	15	-2	28	44	0.4	0
CCOC(=O)C/C(C)=N/NC(=O)CN(c1ccc(Br)cc1)S(=O)(=O)c1ccccc1	-2	-1	11	19	-1	11	21	1.4	-12
CCc1nnc(NS(=O)(=O)c2ccc(Nc3ccc4nonc4c3[N+](=O)[O-])cc2)s1	-3	-7	10	10	-3	-8	2	-1.4	0
CC(=O)NCCC(=O)Nc1nc(-c2cccs2)c(-c2cccs2)s1	-2	22	-14	-19	3	-4	-4	3.7	-1
Cn1c(Sc2ccccc2Cl)c(C=O)c2ccccc21	-3	24	21	-57	3	25	35	-3.7	-6
CCc1ccc(C(=O)/C=C/c2ccc([N+](=O)[O-])o2)cc1	1	35	-264	-19	-3	-119	-70	-2.3	-10
Cc1ccc(C(=O)NCC(=O)NCc2cc(=O)n(C)c(=O)n2C)cc1	-1	0	-2	-1	0	14	16	-0.4	-1
CCN1CCN(CCC(=O)Nc2ccc(Br)cc2)CC1	-3	-7	-23	1	-2	-19	-9	-2.4	10*
CCOc1ccc(OCC(=O)Nc2ccc(N3CCCCC3)cc2)cc1	7	6	-8	21	-4	-17	-3	1.8	0
Cc1cc(C)c(C(=O)COC(=O)CN2C(=O)NC3(CCCC3)C2=O)cc1C	-4	5	6	4	0	15	25	-0.9	0
Cc1ccc(CSc2nnc(-c3ccc4c(c3)OCO4)o2)cc1	3	-2	2	29	2	-22	23	1.3	-3
Cc1cc(-c2csc(NC(=O)c3ccc(=O)[nH]c3)n2)c(C)n1Cc1ccccc1	-4	23	5	21	-6	-7	-6	-1.1	-2
N#Cc1nc(-c2cccs2)oc1NCc1ccc(Cl)cc1	-3	13	23	44	-2	24	51*	1.2	0
CSc1ccc(/C=N/NC(=O)c2cccc(Cl)c2)cc1	1	-105	-1	4	5	-4	1	0.9	19*
Cc1noc(C)c1S(=O)(=O)N1CCC(C(=O)N2CCN(C3CCCC3)CC2)CC1	3	-4	-9	5	-2	5	2	-0.1	.
O=C(CCNC(=O)c1ccc(Br)cc1)NCCCN1CCOCC1	-4	-16	7	18	-3	-13	-3	-0.6	-1
Cc1ccc(NC(=O)CNC(=O)COc2ccccc2)nc1	-5	11	-10	-5	0	-28	-11	-0.5	-3
NS(=O)(=O)c1ccc(NC(=O)c2ccccc2C(=O)N2CCCCC2)cc1	-3	-5	8	22	-1	-4	22	-2.7	1
C/C(=N/OC(=O)c1ccc(C)cc1)c1ccc(N2C(=O)C3CCCCC3C2=O)cc1 (stereo unspecified)	1	-3	28	11	1	17	3	-0.2	-28
O=C(Nc1ccccc1)c1cccc(Cn2cc(C(F)(F)F)ccc2=O)c1	0	16	9	4	-4	2	13	-0.4	-1
CNC(=S)N/N=C(\C)c1ccc(C(C)(C)C)cc1	-3	-38	48*	27	1	31	50*	5.1	-1
O=C(Nc1ccc2c(c1)CCC2)c1cc(S(=O)(=O)Nc2ccc(F)cc2)c(Cl)cc1Cl	-2	45	24	3	-2	23	19	-0.1	31*
COc1ccc(OC)c(C(c2nnnn2CC2CCCO2)N2CCN(C3CCCC3)CC2)c1 (stereo unspecified)	-3	27	6	0	-2	8	15	-1.1	0
CCCOc1ccc(-c2nc(C#N)c(N3CCC(C(N)=O)CC3)o2)cc1	-1	-8	18	1	0	16	35	1.3	2
O=C(OCCN1C(=O)c2ccccc2C1=O)c1cnccn1	-5	-10	5	-1	0	3	5	-0.4	0

Reprinted from the part before: 3 compounds, followed by the next part.
SMILES	APJ ag	Mdm2 MdmX PPI	TIM10 inh	NLRP3 yeast inh	UPR XBP1 act	tim10-1 inh	tim23-1 inh	UPR CHOP act	GRIN3A LBD mod
COc1ccc(OC)c(C(c2nnnn2CC2CCCO2)N2CCN(C3CCCC3)CC2)c1 (stereo unspecified)	-3	27	6	0	-2	8	15	-1.1	0
CCCOc1ccc(-c2nc(C#N)c(N3CCC(C(N)=O)CC3)o2)cc1	-1	-8	18	1	0	16	35	1.3	2
O=C(OCCN1C(=O)c2ccccc2C1=O)c1cnccn1	-5	-10	5	-1	0	3	5	-0.4	0
NNC(=S)Nc1c(Br)cc(F)cc1Br	5	0	24	14	0	16	0	0.4	-3
CC(C)NS(=O)(=O)c1ccc(Oc2ncc(C(F)(F)F)cc2Cl)cc1	-3	27	8	8	-2	49*	20	6.4	1
CCn1c(-c2cc(OC)c(OC)c(OC)c2)n[nH]c1=S	10	-44	-10	28	0	11	1	4.6	2
Cc1onc(-c2ccccc2Cl)c1C(=O)NNC(=O)c1cccc(F)c1	-4	11	1	11	0	1	4	1.3	-5
Clc1ccc(CNc2nc(N3CCOCC3)nc(N3CCOCC3)n2)cc1	-1	16	10	28	-3	10	-2	-1.6	-2
O=S(=O)(N/N=C\c1cn(-c2ccccc2)nc1-c1ccccc1)c1ccccc1	-5	20	16	17	2	33	25	2.8	20*
O=C(CSc1nnc(CNC(=O)c2ccco2)o1)Nc1ccccc1F	-1	4	-4	-2	-7	-4	-4	2.0	-8
Cc1nn(Cc2cccc(C(=O)NN)c2)c(C)c1Cl	6	27	-1	15	-4	20	11	1.3	2
COc1cc(S(=O)(=O)N2CCn3cccc3C2C)ccc1NC(C)=O (stereo unspecified)	-3	7	6	17	-3	3	11	-1.7	0
CCCCCCCCCn1c2c(c(=N)c3c1CCC3)CCCC2	10*	98*	51*	68*	44*	52*	80*	72*	-21
CC(Oc1cccc(NC(=O)c2cccs2)c1)C(=O)c1ccccc1 (stereo unspecified)	-3	13	9	26	-4	28	34	0.3	-13
O=C1c2ccccc2C(=O)N1CCC(c1ccccc1)c1ccco1 (stereo unspecified)	-2	-5	-12	7	1	9	23	-0.6	4
CN(C)CCn1c(SCc2ccccc2C#N)nc2c(sc3ccccc32)c1=O	-2	11	10	18	3	30	9	3.4	7
COc1ccc(/C=C/C(=O)OCC(=O)NC2CCCC(C)C2C)c(OC)c1 (stereo unspecified)	-1	-17	17	16	-2	25	45	-0.5	-2
O=C(CSc1nc2ccccc2c(=O)n1-c1ccccc1Cl)NC1CCS(=O)(=O)C1 (stereo unspecified)	1	5	11	19	0	1	11	-2.7	-2
CCCNC(=O)C1CCN(c2ccc(S(=O)(=O)N3CCOCC3)cc2Cl)CC1	-3	-4	15	21	-3	15	24	-0.5	-1
Nn1c(SCC(=O)Nc2ccc(F)cc2F)nnc1C1CCCCC1	-2	-3	0	30	2	23	-6	3.0	-1
COc1ccc(-c2cc(C(=O)Nc3ccc(C)cc3)no2)cc1	-6	22	2	13	0	15	2	1.5	-1
CSc1nc(Cl)cc(Nc2ccc(O)cc2)n1	-1	7	1	23	-1	3	5	4.1	-3
CC1CN(C(=S)Nc2ccc(Br)cc2Cl)CC(C)O1 (stereo unspecified)	-6	12	6	16	0	28	39	2.3	1
CCC(C(=O)Nc1ccc(N2CCOCC2)c(S(=O)(=O)Nc2ccccc2OC)c1)c1ccccc1 (stereo unspecified)	2	21	15	19	0	24	24	-1.2	4
